MBNL1 CUG block: MBNL1-poly(CUG) RNA binding inhibition. AID 2675. TR-FRET MBNL1-His/biotin-(CUG)12 binding, 665/545 ratio. Q9NR56. Potency, µM (series often up to 57.5 µM), for inactives: at the top dose activity change, negative = inhibition, usual class: inhibitors. 0.036% of 280,000 active; active = well fitted inhibition curve with a large enough effect in the signal ratio, with a control signal flat, not every such curve was filed as active; inconclusive = small, poorly fitted or top-dose-only effect, or effect the other way, or a change in a side signal; inactive = no such curve, though single readings can be large or run the other way; the % refers to the signal ratio; also: potency is read from the fitted curve at half-maximal effect; % is scaled to controls: 0 for no effect and ±100 for the full control effect
Target sequence (Q9NR56 whole entry, looked up): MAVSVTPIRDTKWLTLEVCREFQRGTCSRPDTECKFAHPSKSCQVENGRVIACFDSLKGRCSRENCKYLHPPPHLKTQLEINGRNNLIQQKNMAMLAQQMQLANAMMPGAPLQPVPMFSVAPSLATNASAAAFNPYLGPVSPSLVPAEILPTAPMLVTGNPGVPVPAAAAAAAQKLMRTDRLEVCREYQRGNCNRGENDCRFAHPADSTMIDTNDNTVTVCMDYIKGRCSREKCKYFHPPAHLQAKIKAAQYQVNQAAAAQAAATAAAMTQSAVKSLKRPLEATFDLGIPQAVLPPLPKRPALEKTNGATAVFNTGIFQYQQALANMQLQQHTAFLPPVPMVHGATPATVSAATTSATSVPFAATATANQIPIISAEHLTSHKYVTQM
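Ratiometric TR-FRET (665 over 545 nm, excitation 340 nm) tracks disruption of MBNL1-His/biotin-(CUG)12 complex after 60 min at room temperature, with compounds at 92 nM to 58 uM final.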
NPC1 prom act: activates the NPC1 promoter; Huh7 NPC1 promoter luciferase reporter, 24 h; Potency, µM (doses to about 9.22 µM), for inactives: at the top dose activation, actives largely listed as activators; 2.4% of 320,000 active; AID 485313;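 also: potency is read from the fitted curve at half-maximal effect; % of control where 0% means no effect; nearly all actives have a fitted effect of over 60% in size; reporter is driven by a mutant NPC1 promoter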
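Compounds in DMSO were transferred onto Huh7 NPC1-luciferase reporter cells pre-incubated 2 h; after 24 h at 37 °C, Amplite reagent was dispensed and luminescence recorded 10 min later.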
KCNH2 3.1 block: KCNH2 3.1 (human) potassium channel inhibition; U2OS KCNH2 3.1, thallium flux FluxOr; stronger effect = lower value; activity change, % (tested at about 1.8 µM); 0.95% of 340,000 active; AID 720553;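 active = maximum activity change below -70%; inconclusive = maximum activity change from -70% to -50%; inactive = maximum activity change above -50%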;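 also: thallium influx rate constant from kinetic fluorescence after stimulation buffer; % is scaled to controls: 0 for no effect and ±100 for the full control effect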
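Measured as rate of thallium-driven FluxOr signal in transduced U2OS cells carrying the 3.1 channel, read kinetically for 2 min upon stimulation; values are rate constants scaled to DMSO control wells.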
Rab9 promoter act: activates the Rab9 promoter. Huh7 Rab9 promoter-luciferase reporter, luminescence, 24 h. Potency, µM (series often up to 9.22 µM), without a hit: at the top dose activation, negative = inhibition, usual class: activators. 2.8% of 320,000 active. AID 485297; also: potency is read from the fitted curve at half-maximal effect; % of control where 0% means no effect; nearly all actives have a fitted effect of over 60% in size
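Stable Rab9-luc Huh7, 1500 cells/well, 2 h settle; cmpd in DMSO, 24 h, 37 °C/5% CO2; luciferase reagent 10 min RT; luminescence.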
Mito fusion act: mitochondrial division inhibition or fusion activation; Potency, µM (highest dose often 46.1 µM), without a hit: at the top dose growth rescue (activation), most hits filed as activators; S. cerevisiae fusion-defective mutant growth rescue, CellTiterGlo 48 h; 0.23% of 320,000 active; AID 485298;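 also: potency is read from the fitted curve at half-maximal effect; % of control where 0% means no effect; nearly all actives have a fitted effect of over 45% in size; temperature-sensitive fusion mutants such as fzo1-1 at 37 °C on non-fermentable ethanol glycerol medium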
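Growth-rescue viability read-out: after 48 h at the non-permissive 37C in glycerol/ethanol YPEG, yeast mitochondrial fusion mutants are measured by CellTiterGlo luminescence; compounds (23 nl pinned per well) restoring growth score as division inhibitors or fusion activators.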
Menin MLL FP TR: displaces Texas Red mutant MLL peptide from human menin. Potency, µM (top dose mostly 61.6 µM), for the others: at the highest dose FP activity change, negative = inhibition, actives largely listed as inhibitors. O00255. Menin + Texas Red MLL mutant peptide, fluorescence polarization. AID 1768. 0.23% of 270,000 active; active = well fitted inhibition curve with a large enough effect in the polarisation, with a control signal flat, not every such curve was filed as active; inconclusive = small, poorly fitted or top-dose-only effect, or effect the other way, or a change in a side signal; inactive = no such curve, though single readings can be large or run the other way; the % refers to the polarisation; also: potency is read from the fitted curve at half-maximal effect; % of control where 0% means no effect; many of its hits are not listed in these tables
PKM2 act: increases activity of human pyruvate kinase M2. purified PKM2, Kinase-Glo ATP luminescence, activation; response scale: 0% is enzyme alone, no compound. 0.34% of 260,000 active. P14618. Potency, µM (titrated, usually from 57.5 µM), for inactives: at the top dose activation, actives largely listed as activators; also: potency is read from the fitted curve at half-maximal effect; % is scaled to controls: 0 for no effect and ±100 for the full control effect; nearly all actives have a fitted effect of over 55% in size
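Purified hPK-M2 (>95%) run at intermediate activity with 0.1 mM ADP and 0.5 mM PEP in 50 mM imidazole pH 7.2, KCl, MgCl2; 1 h room temperature. ATP formed read by Kinase-Glo luminescence; normalized to uninhibited and no-enzyme controls.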
VP16 counter: Gal4-VP16 reporter inhibition counter-screen. Drosophila S2 Gal4-VP16 UAS-luciferase, luminescence, 20 h. 3.5% of 310,000 active. Potency, µM (highest dose often 53.6 µM), for inactives: at the highest dose activity, negative = inhibition, usual class: inhibitors;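 also: Gal4-VP16 expression switched on by copper sulfate through the metallothionein promoter; potency is read from the fitted curve at half-maximal effect; % is scaled to controls: 0 for no effect and ±100 for the full control effect; nearly all actives have a fitted effect of over 50% in size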
RORg inh: blocks mouse ROR gamma transcriptional activity | P51450 | Drosophila S2 Gal4-RORgamma UAS-luciferase reporter, 20 h | Potency, µM (series often up to 53.6 µM), for inactives: top-dose activity change, negative = inhibition, hits mostly inhibitors | 5.4% of 310,000 active; also: potency is read from the fitted curve at half-maximal effect; % is scaled to controls: 0 for no effect and ±100 for the full control effect; nearly all actives have a fitted effect of over 60% in size
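Stably transfected Drosophila Schneider cells are the test system, with ROR gamma fused to Gal4 and luciferase under UAS control; luminescence is read after 20 hr of 700 uM copper sulfate induction at ambient temperature.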
ELG1 repair inh: ELG1-dependent DNA repair inhibition. AID 504467. Potency, µM (top dose mostly 46.1 µM), inactives show at the top dose activity change, negative = inhibition, actives largely listed as inhibitors. 2.3% of 330,000 active. HEK293T ELG1-luciferase reporter, luminescence, 16 h; DNA damage induced by 5-fluorouridine; also: potency is read from the fitted curve at half-maximal effect; % is scaled to controls: 0 for no effect and ±100 for the full control effect; nearly all actives have a fitted effect of over 55% in size
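DMSO vehicle served as the neutral condition. Each well held 2,000 cells given 5-fluorouridine plus compound; after 16 hr at 37 °C/5% CO2, ONE-Glo was added and luciferase measured 30 min later.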
FLuc modulator: inhibits or activates purified firefly luciferase, miR-21 counter-screen. purified FLuc, Km substrates, luminescence inhibition. Potency, µM (series often up to 57.5 µM), inactives show at the top dose activity change, negative = inhibition, actives largely listed as inhibitors. 6.9% of 360,000 active. P08659;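 also: potency is read from the fitted curve at half-maximal effect; plate controls were vehicle for no effect and reference inhibitor for full effect; nearly all actives have a fitted effect of over 55% in size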
Target sequence (P08659 whole entry, looked up): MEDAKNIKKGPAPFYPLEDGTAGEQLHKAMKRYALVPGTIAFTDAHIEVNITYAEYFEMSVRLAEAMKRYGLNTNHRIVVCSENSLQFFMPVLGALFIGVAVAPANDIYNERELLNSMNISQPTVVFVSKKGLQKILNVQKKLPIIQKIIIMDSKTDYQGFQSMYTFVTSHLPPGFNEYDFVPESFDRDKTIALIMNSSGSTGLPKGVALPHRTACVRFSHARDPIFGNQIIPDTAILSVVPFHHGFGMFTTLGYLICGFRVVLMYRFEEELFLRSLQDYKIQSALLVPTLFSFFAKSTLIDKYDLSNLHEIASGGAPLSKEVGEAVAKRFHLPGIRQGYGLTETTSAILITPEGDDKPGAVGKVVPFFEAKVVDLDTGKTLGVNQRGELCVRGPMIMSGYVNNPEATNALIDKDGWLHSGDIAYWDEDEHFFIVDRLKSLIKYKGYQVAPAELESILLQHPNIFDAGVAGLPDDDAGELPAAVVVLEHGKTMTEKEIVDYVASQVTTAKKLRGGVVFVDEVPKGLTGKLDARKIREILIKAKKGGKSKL
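Purified P. pyralis luciferase, 10 nM final, with Km-level 10 uM D-luciferin and 10 uM ATP in 50 mM Tris acetate pH 7.5, 10 mM Mg acetate, 0.01% Tween-20, 0.05% BSA; 6-point qHTS titration about 60 µM downward; luminescence read.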
An asterisk follows results filed as active; ? = inconclusive; . = no result given; [ ] = remark or other dose. Unless noted, calls follow the shape of the dose curve; as a rule, active = well fitted curve in the direction sought with a large enough effect; inconclusive = small, poorly fitted or top-dose-only effect, or another doubt; inactive = no such curve, though single readings can be large; an effect the other way counts as inactive or inconclusive. A portion of the library (hit frequency here may not be typical).

Values run as follows: MBNL1 CUG block | NPC1 prom act | KCNH2 3.1 block | Rab9 promoter act | Mito fusion act | Menin MLL FP TR | PKM2 act | VP16 counter | RORg inh | ELG1 repair inh | FLuc modulator
O=C(CN1CCN(c2ccccn2)CC1)Nc1nc2ccccc2s1
  4% | 4% | -19 | -2% | -2% | -14% | 4% | -1% | 37% | -2% | ?
O=S1(=O)C=C(SCc2ccc(F)cc2)Nc2ccccc21
  -13% | -1% | -22 | -12% | -3% | 6% | 2% | -13% | 13% | ? | -4%
Cn1cccc1Cc1nnc(SCC(=O)Nc2cccc(F)c2)n1-c1ccc(F)cc1
  3% | -2% | 5 | -4% | 5% | 18% | 8% | ? | ? | -5% | 1%
N#Cc1c(NC(=O)CSc2ncn[nH]2)sc2c1CCCC2
  -5% | -11% | -7 | -7% | 1% | 5% | 16% | 0.11µM* | 0.32µM* | -28% | 8.5µM*
O=C(COc1ccc(Cl)cc1Cl)N(C1CCCCC1)C1CCS(=O)(=O)C1 (stereo unspecified)
  . | -3% | -6 | -4% | 15% | . | . | . | . | ? | 6%
Cc1ccnc(NC(=O)CCC(=O)N(CC(=O)NCCc2ccccc2)Cc2cccs2)c1
  -7% | -2% | -4 | -1% | 3% | -7% | 1% | -5% | 22% | -6% | 0%
CCCC1CC(=O)OC1(C)C(=O)CSc1n[nH]c(-c2ccccc2)n1 (stereo unspecified)
  -6% | . | . | . | 1% | 18% | 3% | 27% | -9% | . | -17%
CCOc1ccc(NC(=O)C2CCC(C)(C(=O)O)C2(C)C)cc1 (stereo unspecified)
  -6% | -1% | -10 | -8% | 2% | 2% | 7% | 3% | 0% | 6% | 0%
COc1ccccc1NS(=O)(=O)c1cc(C(=O)NCC(c2ccc(F)cc2)N2CCOCC2)ccc1C (stereo unspecified)
  . | -2% | -6 | -11% | -4% | . | . | . | . | -2% | -11%
CCOc1ccc(NC(=S)N(CCc2c(C)[nH]c3ccc(C)cc23)Cc2ccco2)cc1
  -22% | 1% | 0 | 1% | 21% | ? | -19% | ? | ? | 16µM* | 4%
CN(CC1CCCN(CCc2cccc(C(F)(F)F)c2)C1)C(=O)c1ccco1 (stereo unspecified)
  -6% | 2% | -22 | 10% | 1% | . | -5% | 5% | -41% | -16% | -1%
Cc1ccc(-c2nn(-c3ccccc3)cc2C2CC(c3cccs3)=NN2C(=O)CCC(=O)O)cc1 (stereo unspecified)
  6% | 0% | -1 | -1% | 0% | 0% | -4% | -7% | 13% | ? | 0%
O=C(Nc1cccc(C(F)(F)F)c1)c1c(O)c2ccccc2[nH]c1=O
  3% | 0% | -4 | 7% | 0% | 5% | -3% | 4% | 4% | -10% | -10%
Cc1cccc(N/N=C/c2ccc(C)s2)c1
  7% | ? | -12 | ? | -22% | 6% | . | 2% | -3% | ? | 12µM*
O=C(NCC1CCCO1)c1csc(Nc2cccc3ccccc23)n1 (stereo unspecified)
  ? | -30%[inhibitor] | -5 | -28% | -2% | 11% | -38% | -10% | 11µM* | ? | 21µM*
CCC(=O)Nc1cccc(C2=NOC3(C2)C[C@@H](C(N)=O)N(C(=O)C2(C)CC2)C3)c1 (stereo partly specified)
  10% | 3% | . | -4% | 33% | . | -13% | 5% | 3% | 17% | 0%
Fc1ccc(Nc2nc(Oc3ccc4c(c3)OCO4)nc(N3CCOCC3)n2)c(F)c1
  -7% | 2% | 0 | -1% | -1% | 5% | -2% | -22% | -31% | -19% | 2%
COc1ccccc1N1CCN(c2nc3c(C)cccn3c(=O)c2C=O)CC1
  ? | 2% | -3 | -3% | 7% | -17% | 6% | -4% | 12% | -10% | 6%

Part of the list above, set out differently.
mol	MBNL1 CUG block	NPC1 prom act	KCNH2 3.1 block	Rab9 promoter act	Mito fusion act	Menin MLL FP TR	PKM2 act	VP16 counter	RORg inh	ELG1 repair inh	FLuc modulator
COc1ccccc1NS(=O)(=O)c1cc(C(=O)NCC(c2ccc(F)cc2)N2CCOCC2)ccc1C (stereo unspecified)	.	-2%	-6	-11%	-4%	.	.	.	.	-2%	-11%
CCOc1ccc(NC(=S)N(CCc2c(C)[nH]c3ccc(C)cc23)Cc2ccco2)cc1	-22%	1%	0	1%	21%	?	-19%	?	?	16µM*	4%
CN(CC1CCCN(CCc2cccc(C(F)(F)F)c2)C1)C(=O)c1ccco1 (stereo unspecified)	-6%	2%	-22	10%	1%	.	-5%	5%	-41%	-16%	-1%

3 of the entries above in order of the MBNL1 CUG block value, rising:
structure	MBNL1 CUG block	NPC1 prom act	Rab9 promoter act	Menin MLL FP TR	RORg inh
O=S1(=O)C=C(SCc2ccc(F)cc2)Nc2ccccc21	-13%	-1%	-12%	6%	13%
CCCC1CC(=O)OC1(C)C(=O)CSc1n[nH]c(-c2ccccc2)n1 (stereo unspecified)	-6%	.	.	18%	-9%
Cc1ccc(-c2nn(-c3ccccc3)cc2C2CC(c3cccs3)=NN2C(=O)CCC(=O)O)cc1 (stereo unspecified)	6%	0%	-1%	0%	13%

A different layout for some results above.
O=C(Nc1cccc(C(F)(F)F)c1)c1c(O)c2ccccc2[nH]c1=O
- MBNL1 CUG block = 3%
- NPC1 prom act = 0%
- KCNH2 3.1 block = -4
- Rab9 promoter act = 7%
- Mito fusion act = 0%
- Menin MLL FP TR = 5%
- PKM2 act = -3%
- VP16 counter = 4%
- RORg inh = 4%
- ELG1 repair inh = -10%
- FLuc modulator = -10%
Cc1cccc(N/N=C/c2ccc(C)s2)c1
- MBNL1 CUG block = 7%
- NPC1 prom act = ?
- KCNH2 3.1 block = -12
- Rab9 promoter act = ?
- Mito fusion act = -22%
- Menin MLL FP TR = 6%
- PKM2 act = .
- VP16 counter = 2%
- RORg inh = -3%
- ELG1 repair inh = ?
- FLuc modulator = 12µM*

Screening data from PubChem.
